TRHR agonist: activates the human TRH receptor | AID 493084 | P34981 | activation, % at 2 µM | 360,000 compounds, 0.18% hits | TRHR cells, calcium flux fluo-8, FDSS agonist mode; in the data active = activation above about 30%; note: 0% is about no effect
Target sequence (P34981 whole entry, looked up): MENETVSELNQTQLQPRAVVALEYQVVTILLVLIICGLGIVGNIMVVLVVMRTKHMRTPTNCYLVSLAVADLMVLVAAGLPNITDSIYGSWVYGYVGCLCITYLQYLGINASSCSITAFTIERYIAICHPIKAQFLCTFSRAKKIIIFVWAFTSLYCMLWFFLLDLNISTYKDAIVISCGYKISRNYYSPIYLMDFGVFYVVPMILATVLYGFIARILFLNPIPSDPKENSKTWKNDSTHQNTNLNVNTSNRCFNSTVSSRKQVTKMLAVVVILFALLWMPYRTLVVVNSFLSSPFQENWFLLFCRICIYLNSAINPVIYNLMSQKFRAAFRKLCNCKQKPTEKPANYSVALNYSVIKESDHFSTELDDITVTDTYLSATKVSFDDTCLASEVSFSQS
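TRHR-expressing cells, plated overnight in medium with 10% serum, were loaded with fluo-8 calcium dye at room temperature. After a 10 s baseline, library compound was pin-added and calcium release was recorded kinetically (ex 480/em 530) as agonist response.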
BLM inh: inhibitors of human Bloom syndrome helicase BLM; recombinant BLM DNA unwinding, fluorescence dequenching; Potency, µM (doses to about 56.1 µM), inactives show top-dose activity change, negative = inhibition, usual class: inhibitors; P54132; 350,000 compounds, 0.2% hits;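 note: potency is the fitted concentration of half-maximal effect; plate controls were vehicle for no effect and no enzyme for full effect; nearly all actives have a fitted effect of over 35% in size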
ERG Ets-DNA blk: ERG Ets/DNA interaction inhibition | 370,000 compounds, 0.028% hits | Potency, µM (titrated, usually from 76.9 µM), inactives show at the top dose FP activity, negative = inhibition, most hits filed as inhibitors | P11308 | AID 624246 | fluorescence polarization, His-ERG Ets domain / labelled DNA; active = well fitted inhibition curve with a large enough effect in the polarisation, with a control signal flat; inconclusive = small, poorly fitted or top-dose-only effect, or effect the other way, or a change in a side signal; inactive = no such curve, though single readings can be large or run the other way; the % refers to the polarisation;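 note: polarization taken with two DNA probes labelled with fluorescein and Texas red; potency is the fitted concentration of half-maximal effect; % of control where 0% means no effect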
Target sequence (P11308 whole entry, looked up, the tested form may be a part): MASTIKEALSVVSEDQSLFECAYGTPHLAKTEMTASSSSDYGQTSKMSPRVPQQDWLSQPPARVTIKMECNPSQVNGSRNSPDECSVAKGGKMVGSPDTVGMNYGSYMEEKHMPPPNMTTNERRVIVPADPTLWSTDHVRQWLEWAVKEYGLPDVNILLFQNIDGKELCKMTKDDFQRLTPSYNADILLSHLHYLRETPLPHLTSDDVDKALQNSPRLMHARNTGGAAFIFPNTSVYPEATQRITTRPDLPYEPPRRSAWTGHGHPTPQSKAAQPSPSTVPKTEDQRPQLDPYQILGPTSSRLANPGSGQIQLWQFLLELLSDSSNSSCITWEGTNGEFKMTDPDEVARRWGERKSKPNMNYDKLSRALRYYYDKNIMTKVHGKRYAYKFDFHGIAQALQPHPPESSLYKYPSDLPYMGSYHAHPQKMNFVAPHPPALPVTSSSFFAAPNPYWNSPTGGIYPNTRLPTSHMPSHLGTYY
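His-tagged ERG Ets domain (1 uM in the protein solution; 300mM KCl, 50mM Tris-HCl, 1mM EDTA, 1mM DTT, pH 7.5) received compound, then a probe mix of 5 nM fluorescein-DNA and 100nM Texas-615-DNA. Fluorescence polarization was read for both dyes.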
POLB inh: DNA polymerase beta (human) inhibition; P06746; Pol beta primer extension/strand displacement, fluorescence kinetic; Potency, µM (series often up to 114 µM), without a hit: at the top dose activity change, negative = inhibition, usual class: inhibitors; 340,000 compounds, 1.3% hits; AID 485314; note: potency is the fitted concentration of half-maximal effect; % is set by controls: 0 for no effect and ±100 for the full control effect
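Pol beta (10 nM) and compounds were preincubated 15 min at room temperature, then 50 nM substrate (final) started primer extension/strand displacement. Reads were taken at 0 and 10 min; concentration-response data were fitted to a four-parameter Hill equation.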
Pol iota inh: DNA polymerase iota (human) inhibition; Pol iota fluorescent replication assay, 10 min; 390,000 compounds, 1% hits; Q9UNA4; Potency, µM (titrated, usually from 115 µM), for the others: top-dose activity, negative = inhibition, most hits filed as inhibitors; note: potency is the fitted concentration of half-maximal effect
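Pol iota at 10 nM preincubated 15 min with compounds at room temperature; reaction started with fluorescent substrate, 50 nM final. Fluorescence read kinetically at 0 and 10 min; buffer-only wells as negative control.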
12-LOX inh: inhibitors of human 12S-lipoxygenase ALOX12; P18054; purified 12hLO, xylenol orange hydroperoxide absorbance; Potency, µM (highest dose often 108 µM), inactives show at the top dose activity change, negative = inhibition, actives largely listed as inhibitors; 580,000 compounds, 1.1% hits; AID 1671190; note: potency is the fitted concentration of half-maximal effect; % is set by controls: 0 for no effect and ±100 for the full control effect
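Purified human 12hLO (150 nM final) in 25 mM Hepes, 0.01% Triton X-100, pH 7.0 was preincubated 15 min at room temperature with compound. Then 40 uM arachidonic acid was added, 30 min. Hydroperoxide was read by Fe-XO absorbance ratio 573/405 nm.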
APEX1 inh: inhibitors of human APE1 endonuclease; P27695; recombinant APE1, TAMRA/BHQ-2 abasic DNA cleavage fluorescence; Potency, µM (titrated, usually from 65.8 µM), without a hit: top-dose activity change, negative = inhibition, actives largely listed as inhibitors; 350,000 compounds, 0.35% hits; AID 2517;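 note: potency is the fitted concentration of half-maximal effect; plate controls were vehicle for no effect and reference inhibitor for full effect; nearly all actives have a fitted effect of over 55% in size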
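Incision of a quenched TAMRA/BHQ-2 THF abasic-site duplex (50 nM) by 0.75 nM APE1, after 15 min compound preincubation, measured as fluorescence increase over three 60 s reads. Values normalized to buffer, DMSO and NSC13755 control wells.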
Pol kappa inh: inhibitors of human DNA polymerase kappa; purified Pol kappa, fluorescent DNA synthesis assay, 10 min; Potency, µM (series often up to 107 µM), for the others: at the top dose activity, negative = inhibition, hits mostly inhibitors; 400,000 compounds, 0.53% hits; note: potency is the fitted concentration of half-maximal effect; % is set by controls: 0 for no effect and ±100 for the full control effect
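50 nM final substrate added after 15 min RT preincubation of 10 nM Pol kappa with compound; fluorescence read at 0 and 10 min.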
Anesthetic bind: binds horse apoferritin like a general anesthetic | apoferritin/1-aminoanthracene competitive binding, fluorescence | P02791 | Potency, µM (highest dose often 77.5 µM), for inactives: top-dose activity change, negative = displacement, hits mostly inhibitors | 350,000 compounds, 0.074% hits; note: potency is the fitted concentration of half-maximal effect; % is set by controls: 0 for no effect and ±100 for the full control effect; nearly all actives have a fitted effect of over 20% in size
Target sequence (P02791 2-175 limits assumed): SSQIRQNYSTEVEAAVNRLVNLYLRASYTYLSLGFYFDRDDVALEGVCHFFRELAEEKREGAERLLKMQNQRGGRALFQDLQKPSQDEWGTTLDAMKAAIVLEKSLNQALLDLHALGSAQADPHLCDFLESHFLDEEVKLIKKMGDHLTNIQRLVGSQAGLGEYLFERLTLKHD
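Horse-spleen apoferritin (10 uM) was mixed with 50% saturated 1-aminoanthracene in PBS, exposed to compounds for 10 min at room temperature, and read for fluorescence (ex 380 nm, em 535 nm). Competitive displacement was fitted with a four-parameter Hill equation.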
The depositor's hits bear a star; u = inconclusive; x = no result given; & = joins results of further samples; [ ] = another dose, or the depositor's remark. Unless noted, calls come from the whole dose curve; as a rule, active = well fitted curve in the direction sought with a large enough effect; inconclusive = small, poorly fitted or top-dose-only effect, or another doubt; inactive = no such curve, though single readings can be large; an effect the other way counts as inactive or inconclusive. Not all compounds are listed. The share of hits here may be higher or lower than overall.

SMILES	TRHR agonist	BLM inh	ERG Ets-DNA blk	POLB inh	Pol iota inh	12-LOX inh	APEX1 inh	Pol kappa inh	Anesthetic bind
Cc1cc(C(=O)OCC(=O)N2CC(=O)Nc3ccccc32)c(C)n1-c1ccccc1	-1.6	-7.8%	3.2%	1.7%	15.1%	-0.5%	7.2%	-9.9%	-5.1%
Cc1[nH]c2ccccc2c1C(=O)COC(=O)C1CC(=O)N(Cc2ccccc2)C1 (stereo not drawn)	0.8	-3.9%	-6.5%	0.7%	6.1%	0.0%	-2.1%	-21.0%	-20.6%
CCCn1c(=N)n(CC(=O)c2ccc([N+](=O)[O-])cc2)c2ccccc21	0.4	-0.1%	u	9.6%	41.4%[activator]	u	u	3.2%	u
CCOc1ccc(NC(=O)CN(c2ccc(CC)cc2)S(=O)(=O)c2c(C)noc2C)cc1	2.2	-0.7%	-3.3%	0.7%	4.3%	8.9%	x	1.3%[60.1 µM]	0.8%
Cc1ccc(Cl)cc1N1CCN(C(=O)c2ccccc2SCC(=O)N2CCCC2)CC1	-1.5	x	6.1%	x	20.5%	-3.1%	-4.8%	5.4%	x
COc1ccc(CCN2C(=O)CC(Cc3ccc(C)cc3)C2=O)cc1OC (stereo not drawn)	-0.2	-5.0%	-0.4%	35.1%	63.1%[activator]	-11.9%	-3.9%	-16.6%	-9.0%
CCC(=O)N1CCN(c2ccc(Cl)cc2NC(=O)c2ccc(N3CCCC3)c([N+](=O)[O-])c2)CC1	0.3	-4.9%	-0.1%	14.4%	3.9%[58.9 µM]	-20.8%	-4.7%	-11.3%	-15.4%
O=C(NCCc1ccccc1)C1CCCN1C(=O)NCc1ccccc1 (stereo not drawn)	-0.1	-4.3%	0.5%	9.1%	-0.1%	-4.5%	3.4%	-6.8%	-4.6%
Oc1cncc(-c2cccnc2)c1	0.5	x	-4.9%	x	22.9%	3.4%	-10.9%	-12.3%	x
Cc1ccc(Cl)cc1N1CCN(C(=O)Cn2c(-c3cccs3)cc3cc(F)ccc32)CC1	0.6	-3.9%	2.2%	1.4%	22.4%	-2.0%	x	-4.3%	-7.4%
O=c1cc(CN2CCN(c3cccc(C(F)(F)F)c3)CC2)nc2sccn12	0.0	-7.6%	-3.3%	-7.7%	6.5%	0.0%	-0.5%	-2.3%	0.9%
CCOC(=O)c1c(C)nc2c(c1C)/C(=N/O)CC(C)(C)C2	-1.2	-7.9%	x	14.7%	4.7%	1.5%	7.1%	-5.2%	-5.2%
COc1ccccc1N1CCN(c2ccc(=O)n(CC(=O)Nc3ccc(F)c(F)c3)n2)CC1	1.0	-11.6%	-1.7%	6.6%	0.1%	u	x	8.4%	-5.0%
O=C(NCc1ccccc1)c1ccc(F)c(S(=O)(=O)N2CCOCC2)c1	0.8	-1.6%	7.4%	13.6%	18.0%	0.0%	8.6%	-0.7%	-7.4%
COc1cc([N+](=O)[O-])ccc1NC(=O)Cc1ccc(F)cc1	0.2	-2.3%	3.0%	-14.1%	-24.7%	-22.4%	0.1%	-18.1%	-16.0%
CCCc1nnc(NC(=O)CCS(=O)(=O)c2ccccc2)s1	0.1	-1.4%	-15.9%	-21.7%	6.3%	-3.8%	-1.7%	-5.3%	2.4%
COc1ccc(-c2noc(CCC(=O)Nc3ccc(C(F)(F)F)cc3)n2)cc1	0.7	-4.3%	-0.7%	-19.9%	3.1%	-6.8%	x	-3.0%	3.0%
COc1ccc(CCNC(=O)Cn2ccc3cc(S(=O)(=O)N4CCCCC4)ccc32)cc1OC	0.1	-2.8%	-0.7%	-20.1%	-0.4%	-24.6%	x	-18.7%	-1.1%
COc1ccccc1CN(CC(=O)NCc1ccco1)C(=O)CNS(=O)(=O)c1ccccc1	-0.7	-1.6%	-4.2%	-0.3%	-8.6%	-2.7%	-3.7%	-10.5%	-3.1%
CC1=NN(c2ccccc2)C(=O)C1N=Nc1ccc(N)cc1 (stereo not drawn)	-0.4	-5.7%	4.4%	22.4µM*	u	0.0%	11.5%	-11.1%	7.6%

Shown as a hit in POLB inh, of those listed so far:
smiles	TRHR agonist	BLM inh	ERG Ets-DNA blk	POLB inh	Pol iota inh	12-LOX inh	Pol kappa inh	Anesthetic bind
CC1=NN(c2ccccc2)C(=O)C1N=Nc1ccc(N)cc1 (stereo not drawn)	-0.4	-5.7%	4.4%	22.4µM*	u	0.0%	-11.1%	7.6%

Next part.
SMILES	TRHR agonist	BLM inh	ERG Ets-DNA blk	POLB inh	Pol iota inh	12-LOX inh	APEX1 inh	Pol kappa inh	Anesthetic bind
CC12CCC(C(=O)Nc3ncc([N+](=O)[O-])s3)(OC1=O)C2(C)C (stereo not drawn)	0.9	-0.6%	-2.8%	10.7%	u	0.0%	-1.6%	0.0%	-9.2%
COc1cccc(NS(=O)(=O)c2cc3c(cc2C)NC(=O)CO3)c1	0.4	3.9%	-6.4%	13.6%	10.1%	14.5%	20.6%	13.1%	-20.3%
COc1ccc(Nc2oc(COc3ccc(C)cc3)nc2C#N)cc1	-0.2	-10.8%	10.2%	-22.8%	-2.0%	-5.0%&-24.8%	0.0%	-13.6%	u
CCOC(=O)c1c(C)c(C(=O)NCCCOC(C)C)c(C)n1C	0.7	-5.3%	-0.3%	18.5%	14.8%	26.3%	11.1%	-9.0%	2.1%
COc1ccc(-c2oc3ncn4nc(COc5ccc(Cl)cc5)nc4c3c2-c2ccc(OC)cc2)cc1	-0.8	-3.6%	-0.3%	1.6%	33.5%[activator]	-21.3%	x	-0.8%	0.5%
COc1cccc(CC(=O)NC2CCCN(Cc3ccc(Cl)cc3)C2)c1 (stereo not drawn)	-0.1	0.7%	-3.4%	17.3%	135.2%[activator]	u	36.4%	-5.5%	-4.8%
COc1ccc2c(Cl)c(C(=O)NCCCn3ccnc3)sc2c1Cl	-0.3	4.0%	0.0%	14.7%	5.6%	149.0%[activator]	-7.2%	0.7%	-20.2%
Cc1nc(SCC(=O)Nc2ccccc2)c2oc3ccccc3c2n1	-0.3	-4.1%	1.7%	37.0%	27.6%	u	-6.7%	-10.4%	-6.8%
COc1ccc(CCC(=O)NCCOc2ccccc2Cl)cc1	x	x	3.3%	x	19.1%	-9.0%	x	-10.5%	x
CCCC(=O)NC(=S)NNC(=O)c1ccc([N+](=O)[O-])cc1	-0.7	0.9%	-13.1%	u	-13.4%	-9.5%	-3.1%	-14.9%	3.0%
Cc1nnsc1C(=O)NNc1c(Cl)cccc1Cl	-0.8	0.0%	0.5%	-0.1%	40.1%[activator]	u	5.5%	-1.3%	-11.4%
O=C(c1ccc2c(=O)n(Cc3ccccc3)c(=S)[nH]c2c1)N1CCOCC1	1.5	-1.6%	-3.3%	0.4%	u	1.4%	35.6%	1.6%	0.2%
CCOC(=O)C1CCCN(C(=O)c2ccc3c(c2)OCCO3)C1 (stereo not drawn)	-0.3	x	-7.8%	x	33.0%[activator]	-21.4%	28.1%	-14.4%	x
CN(C(=O)c1cc2n(n1)C(C(F)(F)F)CC(c1ccco1)N2)c1ccc(OC(F)(F)F)cc1 (stereo not drawn)	2.2	u	3.7%	1.2%	16.2%	0.0%	18.3%	-5.1%	u
Cc1ccc2c(c1)c1c(c(=O)n(Cc3ccccc3)c(=O)n1CC(=O)Nc1ccccc1C)n2C	-1.1	-2.3%	-2.0%	u	-14.9%	-19.1%	x	-11.9%	-0.1%
O=C(OC(C(=O)NCC1CCCO1)c1ccc(F)cc1)c1ccco1 (stereo not drawn)	-0.5	-7.3%	2.2%	-0.1%	-1.5%	-16.1%	4.0%	-10.4%	3.2%
CCOc1ccc2nc(SCC(=O)NNC(=O)c3ccco3)c(C)cc2c1	-1.0	-1.7%	-8.2%	0.5%	3.7%	-9.0%	2.3%[12.4 µM]	5.0%	-11.2%
CC1=C(C(N)=O)C(c2cccc(Br)c2)n2nc(SCc3ccccc3Cl)nc2N1 (stereo not drawn)	0.5	-7.2%	10.6%	23.0%	-3.4%	0.7%	x	-4.5%[60.1 µM]	-7.5%
CC(OC(=O)C1=NNC(=O)CC1)C(=O)Nc1ncc(Cl)cc1Cl (stereo not drawn)	0.5	-5.3%	0.4%	45.8%	8.4%	0.0%	1.0%	-13.0%	-0.3%
O=C(NC(Cc1ccccc1)C(=O)O)/C(=C/c1ccccc1)NC(=O)c1ccco1 (stereo not drawn)	-1.1	-1.8%	-3.2%	-0.8%	15.5%	-0.7%	39.0%[12.4 µM]	-1.8%	6.9%
CC(Sc1nn(-c2ccccc2)c(=S)s1)C(=O)NCC1CCCO1 (stereo not drawn)	0.2	x	12.6%	x	39.9%[activator]	156.0%[activator]	-13.6%	10.0%	x

Quoted from above (5 entries):
SMILES	TRHR agonist	BLM inh	ERG Ets-DNA blk	POLB inh	Pol iota inh	12-LOX inh	APEX1 inh	Pol kappa inh	Anesthetic bind
Cc1nnsc1C(=O)NNc1c(Cl)cccc1Cl	-0.8	0.0%	0.5%	-0.1%	40.1%[activator]	u	5.5%	-1.3%	-11.4%
O=C(c1ccc2c(=O)n(Cc3ccccc3)c(=S)[nH]c2c1)N1CCOCC1	1.5	-1.6%	-3.3%	0.4%	u	1.4%	35.6%	1.6%	0.2%
CCOC(=O)C1CCCN(C(=O)c2ccc3c(c2)OCCO3)C1 (stereo not drawn)	-0.3	x	-7.8%	x	33.0%[activator]	-21.4%	28.1%	-14.4%	x
CN(C(=O)c1cc2n(n1)C(C(F)(F)F)CC(c1ccco1)N2)c1ccc(OC(F)(F)F)cc1 (stereo not drawn)	2.2	u	3.7%	1.2%	16.2%	0.0%	18.3%	-5.1%	u
Cc1ccc2c(c1)c1c(c(=O)n(Cc3ccccc3)c(=O)n1CC(=O)Nc1ccccc1C)n2C	-1.1	-2.3%	-2.0%	u	-14.9%	-19.1%	x	-11.9%	-0.1%

Screens: PubChem BioAssay, National Center for Advancing Translational Sciences (NCATS)
